Source: PubChem BioAssay (several laboratories)
Bcl-B displacement: displacers of TR3 peptide from Bcl-B, primary screen, selectivity assay for Bfl-1 inhibitor project, biochemical, fluorescence polarization; displacement, % at 20 µM; hits with a dose series show IC50 in µM; 96,000 compounds, 0.11% hits; FP displacement of FITC-TR3 peptide from Bcl-B; higher % means a stronger effect; Bcl-2-like protein 10 (Homo sapiens);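 active = displacement above 50% at 20 µM plus a fluorescence interference ratio under 1.5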;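 note: plate controls were wells without compound for no effect and wells lacking Bcl-B protein for full effect; a part of the inactive calls stands beside numbers as strong as those of hits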
MRP resist rev: reversal of MRP1-mediated doxorubicin resistance, primary screen, H69AR cells, doxorubicin co-treatment. H69AR cells + 2 uM doxorubicin, CellTiter-Glo, 72 h. differential viability (reversal), % at 10 µM. 85,000 compounds, 0.04% hits. AID 602, 2007;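 active = viability drop by adding the cancer drug above about 55%, with treated viability meeting a 40% cutoff, limit read from the data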;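 note: viability without doxorubicin minus viability with 2 µM doxorubicin for each compound; larger differential means the compound sensitizes cells more to doxorubicin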
NFkB transloc pot: enhancers of NFkB p65 translocation in HUVEC – imaging, IL-1B stimulus, high-content imaging, primary screen; HUVEC IL-1B NFkB p65 nuclear translocation imaging; activation, % at 2 µM; 94,000 compounds, 0.3% hits; AID 819, 2007;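 active = activation above 40%, about the mean plus 3 SD, also judged a hit on visual image review; inconclusive = activation above 40% but not a hit on visual review; inactive = activation not above 40% and no visual hit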;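 note: percent activation is computed from the nuclear over cytoplasmic p65 intensity ratio; values of inactives mirror those of a sister screen read the other way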
PLAP inhibition: PLAP enzyme inhibitors, biochemical, luminescence, HTS (AID 690). one-dose inhibition, % at 20 µM; IC50 in µM for titrated hits. purified PLAP, luminescent substrate; higher % means a stronger effect. 96,000 compounds, 0.08% hits. Alkaline phosphatase, placental type (Homo sapiens); in the data active = a potency from the dose series; inactive = the rest, 99 in 100 with inhibition below about 30%; note: strong numbers were not always called active
IL1B NFkB inh: inhibitors of IL-1B driven NFkB p65 nuclear import, primary screen, imaging, HUVEC, IL-1B stimulus, high-content imaging; 94,000 compounds, 0.43% hits; HUVEC IL-1B NFkB p65 nuclear translocation imaging; inhibition, % at 2 µM;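 active = inhibition above about 30% together with a positive call from visual inspection of the well image, limit read from the data; inconclusive = inhibition above a set limit but visual check negative; inactive = inhibition not above a set limit, visual check negative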;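 note: nuclear over cytoplasmic p65 intensity ratio measured by imaging; 0% = IL-1B stimulated DMSO wells and 100% = unstimulated DMSO wells; values of inactives mirror those of a sister screen read the other way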
MRP resist rev cytotoxicity: second read-out of MRP resist rev, no call of its own (marks repeat the call); viability, %; H69AR cells, CellTiter-Glo, 72 h; measured here: cytotoxicity without doxorubicin
MRP resist rev with doxorubicin: second read-out of MRP resist rev, no call of its own (marks repeat the call); viability, %; measured here: viability with 2 uM doxorubicin; stronger effect = lower value
IL1B NFkB inh cell count 2 µM: further read-out of IL1B NFkB inh, marked with its call; cell count; measured here: cells passing quality filter;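 raw number of nuclei counted in each imaged well without normalization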
NFkB transloc pot cell count 2 µM: further read-out of NFkB transloc pot, marked with its call; cell count; measured here: cells passing quality filter
* = called active by the depositor; u = inconclusive; x = not tested or not shown. Some of the compounds tested. The share of hits here may be higher or lower than overall.

Every second line gives: Bcl-B displacement	MRP resist rev	MRP resist rev cytotoxicity	MRP resist rev with doxorubicin	NFkB transloc pot	NFkB transloc pot cell count 2 µM	PLAP inhibition	IL1B NFkB inh	IL1B NFkB inh cell count 2 µM
- Cc1cccc(CSc2nnc(-c3ccco3)n2C)c1
  3%	-10	88	99	-1	124	11%	1	124
- Fc1ccccc1CN1CCCCCCC1
  -4%	4	92	87	x	x	-6%	x	x
- Cc1nc2c3cnn(-c4ccc(C)c(C)c4)c3ncn2n1
  -15%	14	95	82	-10	178	11%	10	178
- CC(C)C(NC(=O)C(c1ccccc1)c1ccccc1)c1nc2ccccc2[nH]1 (stereo not given)
  -17%	x	x	x	7	148	18%	-7	148
- Cc1ccc(C(=O)CSC2=NC(N)=C(C#N)C3(CCCCC3)C2C(N)=O)cc1 (stereo not given)
  -15%	-4	70	74	x	x	-27%	x	x
- O=C1CC(C(F)(F)C(F)(F)C(F)(F)C(F)(F)F)=Nc2ccccc2N1
  -4%	0	93	92	-4	143	3%	4	143
- COc1ccc(N(Cc2ccccc2)S(=O)(=O)c2cccc(C(=O)NC3=NCCS3)c2)cc1
  -8%	-10	70	80	0	170	-2%	0	170
- CCOC(=O)C1CCCN(C(=O)Cn2nc(Cc3cccnc3)c3ccccc3c2=O)C1 (stereo not given)
  -10%	2	89	87	18	171	-24%	-18	171
- c1coc(-c2nc3nc4ccccc4nc3n2CC2CCCO2)c1 (stereo not given)
  -24%	0	69	69	12	70	-35%	-12	70
- CCC(=O)N1CCc2cc(OC)c(OC)cc2C1COc1ccc(C(=O)OC)cc1 (stereo not given)
  -13%	9	83	75	19	141	-47%	-19	141
- CC1CCCC(NC(=O)CC2Nc3ccccc3NC2=O)C1C (stereo not given)
  -5%	5	77	72	6	94	3%	-6	94
- COc1ccc(S(=O)(=O)NC(CC(=O)NCc2ccc3c(c2)OCO3)c2ccco2)cc1 (stereo not given)
  -8%	-2	80	82	x	x	4%	x	x
- CCc1c(O)nc(SCC(=O)Nc2ccccc2OC)[nH]c1=O
  2%	-6	93	99	1	156	-30%	-1	156
- CCC(=O)N1CCc2cc(S(=O)(=O)CCC(=O)N3CCc4ccccc4C3)ccc21
  -5%	13	103	91	-2	170	-13%	2	170
- CCN1CCc2c(sc(NC(=O)c3ccc(S(=O)(=O)N4CCOCC4)cc3)c2C(=O)OC)C1
  8%	-17	78	95	18	158	-33%	-18	158
- COc1cccc(-c2nc(-c3ccc(NC(=O)Cc4ccccc4OC)cc3)no2)c1
  -8%	7	107	100	12	119	17%	-12	119
- C=CCN1C(=O)CN=C1Nc1cc(C)ccc1C
  11%	-7	92	99	9	168	-20%	-10	168
- COC(=O)c1c(-c2ccc(C)cc2)csc1NC(=O)Cc1ccc(OC)c(OC)c1
  -28%	x	x	x	-8	182	-73%	8	182
- C=C(c1cccc2ccccc12)P(=O)(O)O
  -9%	14	95	81	4	139	25%	-4	139
- CCCCCOC(=O)c1ccc(NC(=O)c2ccco2)cc1
  -12%	2	101	100	26	134	-6%	-26	134
- Cc1ccc2oc(=O)c3cnn(CC(=O)N4CCc5ccccc5C4)c3c2c1
  -9%	2	89	87	-18	166	18%	18	166
- COC(=O)/C=C1/N/C(=N\c2nc(C)cc(C)n2)N(c2ccc(C)c(C)c2)C1=O
  9%	x	x	x	-18	135	-84%	18	135
- Cc1ccc(C(=O)N2CCN(c3ncnc4c3cnn4-c3ccccc3)CC2)cc1
  x	-12	21	33	1	79	x	-1	79
- Cc1c(C(C)O)nnn1-c1nonc1N (stereo not given)
  5%	-8	96	105	21	106	2%	-21	106
- COc1cc(OC)c(OC)cc1CNC1CCCCCC1
  1%	-3	90	93	-5	86	-14%	5	86
- COC(=O)c1sccc1NC(=O)CSc1cc(Cl)ccc1Cl
  -3%	x	x	x	2	175	32%	-2	175
- C=C(C)CC(NCc1ccco1)c1ccc(OC)cc1 (stereo not given)
  -5%	-8	86	94	-3	133	-26%	3	133
- Cc1nnc(N(Cc2ccccc2)C(=O)c2cnccn2)s1
  0%	9	101	92	8	118	-10%	-8	118
- CCOc1ccc2nc(NCCCO)[nH]c2c1
  x	6	89	83	-7	123	x	7	123
- Cn1cccc1Cc1nnc(SCC(=O)NCCc2ccccc2)n1-c1ccc(F)cc1
  -9%	-9	86	95	-10	163	-54%	10	163
- CCOC(=O)c1cnc(-n2cc(C)cn2)nc1Nc1ccccc1OC
  1%	-31	62	93	7	171	-16%	-7	171
- CCCCNC(=O)C1CC(=O)N(c2ccc(OC)cc2)C1c1ccc(OC)cc1 (stereo not given)
  -6%	3	90	87	-2	168	-46%	2	168
- COc1ccccc1OCc1ccc(C(=O)N2CCN(C(=O)c3ccco3)CC2)cc1
  2%	11	98	87	-5	50	-41%	5	50
- COc1ccc(C2C(C(=O)Nc3cc(C)on3)c3ccccc3C(=O)N2C)cc1OC (stereo not given)
  2%	-7	91	98	8	117	-12%	-8	117
- Cc1cc(C)n(-c2nnc(C)n2/N=C/c2ccco2)n1
  4%	6	95	89	8	60	12%	-8	60
- CCCn1c(N2CCN(C)CC2)nc2c1c(=O)[nH]c(=O)n2C
  x	12	93	81	2	75	x	-2	75
- COC(=O)c1[nH]c2ccccc2c1NC(=O)CN1CCCc2ccccc21
  1%	0	66	66	13	169	-30%	-13	169
- Nc1nnc(SCc2ccccc2F)n1-c1ccccc1
  3%	3	86	82	-14	144	-18%	14	144
- CC(CC(=O)c1cccs1)CC(=O)c1cccs1
  -3%	x	x	x	x	x	24%	x	x
- CN(c1cccc(NC(=O)CN2C(=O)c3ccccc3S2(=O)=O)c1)S(C)(=O)=O
  -6%	x	x	x	-15	76	13%	15	76
- CCOc1ccccc1N1CCN(CC(O)COc2ccc3c(C)cc(=O)oc3c2)CC1 (stereo not given)
  -22%	12	99	88	x	x	-44%	x	x
- Nc1nonc1C(=O)NCCNC(=O)c1ccccc1F
  x	x	x	x	4	154	x	-4	154
- Cc1ccc(CSC2=NCCN2C(=O)C2CC2)cc1
  1%	1	95	93	25	148	-21%	-25	148
- Cc1nn(Cc2ccc(Cl)cc2)c(C)c1NC(=O)c1cc(-c2ccco2)on1
  0%	8	96	88	5	87	-10%	-5	87
- O=C(c1cc(-c2cccnc2)nc2ccc(Br)cc12)N1CCN(c2ncccn2)CC1
  -16%	-3	5	8	x	x	-55%	x	x
- O=C(Oc1ccc2c(=O)c(Cl)coc2c1)c1ccncc1
  3%	3	95	91	19	152	-3%	-19	152
- CC(c1cccs1)N(Cc1ccco1)C(=O)Nc1ccc(Cl)c(Cl)c1 (stereo not given)
  -13%	-6	64	70	-3	186	61%	3	186
- COc1ccc(NC(=O)c2cnc3sccn3c2=O)cc1
  4%	-9	95	104	x	x	13%	x	x
- COc1ccc(CNC(=O)Cc2ccc(OC)c(S(=O)(=O)N3CCOCC3)c2)cc1
  0%	0	97	97	13	163	-21%	-13	163
- CC(CNC(=O)C(C)C)NC(=O)C(C)C (stereo not given)
  9%	-9	93	102	0	77	7%	0	77
- O=C(O)CN=C(NS(=O)(=O)c1ccc(Cl)cc1)c1ccccc1
  5%	5	97	92	-9	151	-44%	9	151
- Cc1cccc(C)c1OC1(c2ccccc2)OC(=O)c2ccccc21 (stereo not given)
  -4%	x	x	x	-5	171	-2%	5	171
- O=C(O)c1n[nH]c2c1CCCC2
  -9%	12	99	87	x	x	4%	x	x
- Cc1ccc(NC(=O)c2ccccc2Cl)c(Cl)c1
  1%	x	x	x	-13	194	-2%	13	194
- Clc1ccc(Cn2ncc3c(NCc4ccco4)ncnc32)c(Cl)c1
  -10%	-20	26	47	0	91	-6%	0	91
- CCC(C)Sc1nc2c(cnn2-c2ccc(C)c(C)c2)c(=O)[nH]1 (stereo not given)
  4%	x	x	x	-3	56	-42%	3	56
- c1ccc(CNC2=NCCCCC2)cc1
  -5%	-18	77	95	12	145	26%	-12	145
- CCOC(=O)N1CCC(NC(=O)CSCc2cnn(-c3ccccc3)c2-n2cccc2)CC1
  -8%	x	x	x	21	75	-40%	-21	75
- Cc1cc(C)nc(Nc2n[nH]c(-c3ccccc3Br)n2)n1
  -4%	13	82	69	-2	62	-19%	2	62
- COc1cccc2[nH]c3c(=O)n(CCN(C)C)cnc3c12
  9%	-3	85	87	x	x	18%	x	x

Additional results follow:
Every second line gives: Bcl-B displacement	MRP resist rev	MRP resist rev cytotoxicity	MRP resist rev with doxorubicin	NFkB transloc pot	NFkB transloc pot cell count 2 µM	PLAP inhibition	IL1B NFkB inh	IL1B NFkB inh cell count 2 µM
- O=C(Cn1c(CN2CCCCC2)nc2ccccc2c1=O)NC1CCCCC1
  -7%	-7	76	83	u	x	x	-64	124
- Cc1cc(NC(=O)CSC2=NCCS2)no1
  -11%	8	98	89	3	127	4%	-3	127
- O=C(Nc1cccnc1)c1scc2c1OCCO2
  3%	-13	87	100	-5	87	3%	5	87
- O=C(Cn1cnc2ccccc2c1=O)Nc1nnc(SCc2ccccc2)s1
  8%	x	x	x	1	156	-2%	-1	156
- COc1ccc(C2=Nn3c(nnc3C3CCCCC3)SC2)cc1OC
  15%	-33	15	48	14	61	-67%	-14	61
- OCCn1c(-c2ccc3c(c2)OCO3)csc1=Nc1ccccc1
  2%	15	98	83	9	115	-51%	-9	115
- N=c1ncn(CC(O)CO)c2nc(N3CCOCC3)[nH]c12 (stereo not given)
  -1%	x	x	x	-3	141	19%	3	141
- O=C(c1n[nH]c(=O)c2ccccc12)N1CCN(c2ccc(F)cc2)CC1
  -9%	-6	81	87	-5	139	6%	5	139
- CC(C)COC(=O)N1CCCC1C(=O)Nc1nccs1 (stereo not given)
  -5%	-3	96	100	4	95	-2%	-4	95
- COc1ccccc1N1CCN(C(=O)Cn2c(=O)[nH]c3ccsc3c2=O)CC1
  -6%	x	x	x	15	150	-17%	-15	150
- Cc1sc(NC(=O)C2CC=CCC2C(=O)O)c(C(=O)OC(C)C)c1C (stereo not given)
  6%	-15	94	108	6	183	-17%	-6	183
- CN(Cc1ccccc1)C(=O)CCn1c(=O)oc2ccccc21
  -2%	9	87	78	4	138	2%	-4	138
- Cc1noc(C)c1S(=O)(=O)N1CCCC(C(=O)N2CCC(C)CC2)C1 (stereo not given)
  -7%	x	x	x	-1	158	-20%	1	158
- O=C(O)CCC(=O)Nc1ccc(Br)c(Cl)c1
  0%	0	96	96	x	x	2%	x	x
- Cc1cc(N2CCCC2=O)cc(C)c1S(N)(=O)=O
  -14%	4	98	95	2	155	13%	-2	155

Gathered by group, the entries above with bromine (three)
Every second line gives: Bcl-B displacement	MRP resist rev	MRP resist rev cytotoxicity	MRP resist rev with doxorubicin	NFkB transloc pot	NFkB transloc pot cell count 2 µM	PLAP inhibition	IL1B NFkB inh	IL1B NFkB inh cell count 2 µM
- O=C(c1cc(-c2cccnc2)nc2ccc(Br)cc12)N1CCN(c2ncccn2)CC1
  -16%	-3	5	8	x	x	-55%	x	x
- Cc1cc(C)nc(Nc2n[nH]c(-c3ccccc3Br)n2)n1
  -4%	13	82	69	-2	62	-19%	2	62
- O=C(O)CCC(=O)Nc1ccc(Br)c(Cl)c1
  0%	0	96	96	x	x	2%	x	x

Further structures:
Every second line gives: Bcl-B displacement	MRP resist rev	MRP resist rev cytotoxicity	MRP resist rev with doxorubicin	NFkB transloc pot	NFkB transloc pot cell count 2 µM	PLAP inhibition	IL1B NFkB inh	IL1B NFkB inh cell count 2 µM
- CCn1c(SCc2nc3ccccc3[nH]2)nnc1-c1ccccc1OC
  6%	7	99	92	3	212	-333%	-3	212
- O=C1C(=O)N(CCN2CCOCC2)C(c2ccccn2)/C1=C(/O)c1ccc(F)cc1 (stereo not given)
  -10%	-17	83	100	-6	110	-47%	6	110
- Cc1nc2ccccn2c1C(=O)CSc1ccc(Cl)cc1Cl
  -12%	x	x	x	10	122	-2%	-10	122
- Cc1ccnc(N2CCC(C(=O)Nc3ccc4c(c3)OCO4)CC2)n1
  -7%	0	106	106	x	x	-5%	x	x
